Assay outcomes (PubChem BioAssay)
MLL CXXC-DNA inh: qHTS Fluorescence Polarization Assay for Inhibitors of MLL CXXC domain - DNA interaction | Potency, µM (highest dose often 115 µM), for inactives: top-dose activity change, negative = inhibition, actives largely listed as inhibitors | Histone-lysine N-methyltransferase 2A (Homo sapiens), Q03164 | AID 2662, 2010 | hit rate 0.037% among 290,000 | MLL-CXXC / FITC-HOXA9 DNA fluorescence polarization; active means well fitted inhibition curve with a large enough effect in the polarisation, with a control signal flat, not every such curve was filed as active; inconclusive means small, poorly fitted or top-dose-only effect, or effect the other way, or a change in a side signal; inactive means no such curve, though single readings can be large or run the other way; the % refers to the polarisation; further: potency means the concentration at half of the fitted maximal effect
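Fluorescence polarization: 7 uM MLL-CXXC (stock) preincubated 5 min with compounds, then 50 nM fluorescein-HOX-A9 DNA (stock) added; 30 min ambient. Buffer 50 mM Tris-HCl pH 7.5, 50 mM NaCl, 1 mM DTT, 0.05% BSA.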
p53 reactivation: qHTS assay for re-activators of p53 using a Luc reporter | H1299 p53-A138V BP100-luciferase reporter, luminescence, 24 h | Potency, µM (titrated, usually from 92.2 µM), inactives show top-dose activity change, positive = activation, hits mostly activators | hit rate 0.063% among 320,000 | AID 504706, 2011; further: potency means the concentration at half of the fitted maximal effect; % of control where 0% means no effect; nearly all actives have a fitted effect of over 45% in size
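p53-null H1299 cells stably carrying temperature-sensitive p53-A138V and a BP100-luciferase reporter were pinned with compounds (4-point, 1:5 series) and held 24 hrs at 37 deg C. Luminescence was read 10 min after detection reagent.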
B2AR arrestin: qHTS assay of beta-arrestin-biased ligands of beta2-adrenergic receptor; Beta-2 adrenergic receptor (Homo sapiens), P07550; beta-arrestin recruitment to beta2AR, cell-based reporter; Potency, µM (top dose mostly 46.1 µM), for inactives: at the top dose activation, actives largely listed as activators; hit rate 0.02% among 330,000;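 further: potency means the concentration at half of the fitted maximal effect; 0% = DMSO controls and full agonism = EC100 isoproterenol or metaproterenol; nearly all actives have a fitted effect of over 65% in size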
TCR activator: Activators of T cell receptors: qHTS campaign | primary human leukocytes, anti-CD3, IL-2 HTRF, 48 h | Potency, µM (doses to about 9.22 µM), for the others: at the highest dose activation of IL-2 secretion, hits mostly activators | 330,000 tested, under 10 active | AID 504894, 2011; further: % of control where 0% means no effect
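IL-2 release read by HTRF sandwich (Eu cryptate donor, d2 acceptor, 665 nm emission) after 48 hr exposure of primary human leukocytes to compound together with anti-CD3 beads in the absence of co-stimulatory signals.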
TRPV1 agonist: HTS Assay for Compounds that Act as Agonists of the Vanilloid Receptor 1. AID 540275, 2011. activation, % at 8.33 µM. hit rate 0.19% among 320,000. TRPV1-expressing cells, Fluo-8 calcium influx, agonist mode. Transient receptor potential cation channel subfamily V member 1 (Homo sapiens), Q8NER1; in the data active means activation above about 80%; inconclusive means between about 30% and that limit; further: 0% is about no effect
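Fluo-8 calcium influx in TRPV1-expressing cells, kinetic read (ex 480/em 520 nm). Compound added and read 3 min for agonist activity, followed by capsaicin at EC20 final and 2 min further read for enhancement.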
AT treatment: qHTS Assay for Identifying a Potential Treatment of Ataxia-Telangiectasia; […] A-T fibroblasts, KAP-1 phosphorylation AlphaLISA; neocarzinostatin DNA damage 30 min before lysis; Potency, µM (titrated, usually from 57.5 µM), inactives show at the top dose activation, most hits filed as activators; hit rate 0.19% among 320,000; further: potency means the concentration at half of the fitted maximal effect; % of control where 0% means no effect; nearly all actives have a fitted effect of over 45% in size
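ATM-like activity read as KAP-1 phosphorylation via AlphaLISA donor/acceptor antibody pairs after lysis and 6 hr at 25C. Cells were ATM-null patient fibroblasts ([…], hTERT), dosed 60 min, then exposed to the DSB inducer NCS for 30 min.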
ELG1 repair inh: qHTS screen for small molecules that inhibit ELG1-dependent DNA repair in human embryonic kidney (HEK293T) cells expressing luciferase-tagged ELG1 | Potency, µM (doses to about 46.1 µM), inactives show at the top dose activity change, negative = inhibition, actives largely listed as inhibitors | hit rate 2.3% among 330,000 | HEK293T ELG1-luciferase reporter, luminescence, 16 h; DNA damage induced by 5-fluorouridine; further: potency means the concentration at half of the fitted maximal effect; on the % scale 0 is the no-effect control and ±100 the full control effect; nearly all actives have a fitted effect of over 55% in size
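5-Fluorouridine DNA damage + compound/DMSO, 2,000 cells/well, 16 h, 37 °C/5% CO2. ONE-Glo, 30 min RT, luminescence. Readout = decrease in reporter signal.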
Integrin act MD: qHTS for Activators of Integrin-Mediated Alleviation for Muscular Dystrophy. Potency, µM (doses to about 38.3 µM), for inactives: top-dose activation, actives largely listed as activators. hit rate 0.064% among 350,000. alpha7betagal myoblasts, beta-gal FDG fluorescence, 48 h;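 further: potency means the concentration at half of the fitted maximal effect; 100% = response of the positive control SU9516; nearly all actives have a fitted effect of over 60% in size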
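Alpha7betagal+/- myoblasts (passage 13) were plated 16-24 hr, then exposed to compounds (1:260 dilution of DMSO stock) for 48 hours at 37C. After MPER lysis, β-galactosidase reporter activity was read as FDG fluorescence (ex 480/em 540) after 30 minutes.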
BRCA1 expr act: qHTS Assay to Identify Small Molecule Activators of BRCA1 Expression. MCF7-BRCA1-FFLuc reporter, luminescence, 48 h; response scale: scaled: vehicle 0%, 10 µM genistein 100%. Potency, µM (series often up to 46.1 µM), for the others: at the highest dose activation, actives largely listed as activators. hit rate 1.1% among 380,000; further: potency means the concentration at half of the fitted maximal effect; nearly all actives have a fitted effect of over 80% in size; some results filed as inactive show a strong effect at the top dose
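48 h compound treatment of MCF7-BRCA1-FFLuc cells (phenol-red free MEM, 37 °C), then 15 min with luciferase substrate and luminescence imaging.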
PTAP TSG101 blk: qHTS Assay for Iinhibitors of HIV-1 Budding by Blocking the Interaction of PTAP/TSG101 | Tumor susceptibility gene 101 protein (Homo sapiens), Q99816 | Fluorescence polarization, FITC-PTAP peptide / Tsg101 binding | Potency, µM (top dose mostly 115 µM), for inactives: at the highest dose activity change, negative = inhibition, usual class: inhibitors | 340,000 tested, under 10 active | AID 493005, 2010; active means well fitted inhibition curve with a large enough effect in the main read-out, with a control signal flat, not every such curve was filed as active; inconclusive means small, poorly fitted or top-dose-only effect, or effect the other way, or a change in a side signal; inactive means no such curve, though single readings can be large or run the other way; further: potency means the concentration at half of the fitted maximal effect; % of control where 0% means no effect
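Fluorescence anisotropy tracks displacement of a FITC-tagged PTAP peptide (50 nM) from the Tsg101 binding domain (10 uM), following a 20 min room-temperature incubation at pH 7.5.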
* marks the source's active call; other numbers are inactive results; u = inconclusive; x = not tested or not shown; [ ] = another dose, or the depositor's remark. Unless noted, the call rests on the fitted dose curve; in most records, active means well fitted curve in the direction sought with a large enough effect; inconclusive means small, poorly fitted or top-dose-only effect, or another doubt; inactive means no such curve, though single readings can be large; an effect the other way counts as inactive or inconclusive.

Structure	MLL CXXC-DNA inh	p53 reactivation	B2AR arrestin	TCR activator	TRPV1 agonist	AT treatment	ELG1 repair inh	Integrin act MD	BRCA1 expr act	PTAP TSG101 blk
CSc1nc2c(c(=O)n1Cc1ccccc1)SC(C)C2 (stereo not given)	2.4%	2.5%	-0.4%	-7.4%	24.7	-1.0%	1.7%	-9.1%	0.1%	-6.7%
O=C(CCN1C(=O)[C@@H]2Cc3ccccc3CN2C1=O)NCc1ccccc1	-4.8%	0.1%	0.4%	-6.3%	0.8	9.8%	-0.7%	0.0%	-35.9%	2.0%
CCNc1nc(NC(C)C)nc(NC(C)(C)C)n1	-5.2%	-7.9%	0.2%	-4.1%	0.5	-2.5%	-2.5%	-15.0%	-4.4%	-8.0%
CNC(=S)N/N=C/c1c(C)cccc1Cl	1.9%	-0.8%	u	-1.5%	-4.2	-0.6%	u	-5.8%	1.0%	1.8%
Cc1ccc(-n2nc3c(c2NC(=O)C2CC2)CS(=O)(=O)C3)cc1C	-4.0%	6.0%	-0.5%	1.6%	3.2	-2.3%	18.4%	-12.9%	-20.7%	x
O=C(O)CS(=O)CC(=O)Nc1cccc(C(F)(F)F)c1 (stereo not given)	-0.9%	24.0%	-0.1%	2.8%	1.7	3.4%	8.1%	20.3%	1.6%	0.0%
O=C(COC(=O)CNC(=O)c1ccc(Cl)cc1Cl)NCC1CCCO1 (stereo not given)	x	4.3%	0.0%	1.9%	2.3	3.1%	19.3%	24.6%	21.6%	-2.2%
Cc1cccc2[nH]c(CN(C)C(=O)C3CCC(=O)N(C4CC4)C3)nc12 (stereo not given)	3.0%	8.0%	0.0%	3.5%	-0.3	-1.5%	u	-7.2%	-7.5%	-4.5%
CC1CCN(C(=O)c2cc3c(ccc4ccccc43)o2)CC1	-0.3%	u	-0.9%	3.2%	u	11.4%	u	u	-2.5%	-3.5%
CC(C)(C)OC(=O)NCCC(=O)N/N=C/c1cccc2nccnc12	7.0%	0.6%	-0.9%	7.3%	4.9	-5.0%	-28.5%	-3.2%	-8.5%	-1.6%
CCn1cc(CN2CCC(n3nccc3NC(=O)CCCc3ccccc3)CC2)c(C)n1	-20.6%	-6.9%	-0.5%	-5.6%	2.2	-0.7%	-6.9%	-14.7%	-15.7%	-5.5%
O=C(c1cccnc1Nc1ccccc1F)N1CCOCC1	3.1%	0.8%	0.2%	-1.5%	5.2	-1.6%	-10.6%	-10.8%	-0.6%	-5.2%
COC(=O)c1ccc(-c2nc(O)c(C)s2)cc1	12.7%	10.5%	0.0%	2.2%	0.4	3.6%	12.9%	-14.0%	1.5%	-1.8%
O=C(Nc1ccc(F)c(F)c1)c1oc2ccccc2c1NC(=O)C1CCCO1 (stereo not given)	-5.0%	1.4%	0.1%	6.3%	25.4	-1.7%	-7.5%	9.9%	25.8%	-0.9%
COCCNC(=O)C(=O)NCC1OCCN1S(=O)(=O)c1ccc(C)cc1 (stereo not given)	1.4%	8.8%	-0.3%	-2.4%	1.2	5.4%	0.0%	-18.4%	-11.7%	x

Continuation.
Structure	MLL CXXC-DNA inh	p53 reactivation	B2AR arrestin	TCR activator	TRPV1 agonist	AT treatment	ELG1 repair inh	Integrin act MD	BRCA1 expr act	PTAP TSG101 blk
Cc1ccc(C)c(C(=O)NCc2ccncc2)c1	2.6%	-2.3%	-0.1%	-0.2%	-1.2	1.8%	8.6%	12.0%	-6.5%	-4.6%
CCOc1cc(/C=N\Nc2nc(Nc3ccccc3)nc(N3CCOCC3)n2)ccc1OC(=O)c1ccco1	4.9%	-5.3%	-0.8%	-4.0%[46.1 µM]	-0.3	-4.4%	2.31µM*	-0.5%	-23.3%	-1.3%
C=CCN(C(=O)c1ccccn1)C(C(=O)NCc1ccccc1)c1ccccc1F (stereo not given)	-6.0%	-1.8%	-0.1%	-2.1%	2.6	2.3%	-7.5%	-16.8%	-4.7%	-4.0%
Cc1ccccc1Cn1cc(NC(=O)COc2ccccc2)cn1	1.3%	u	-0.2%	3.7%	15.5	3.5%	12.7%	-11.6%	21.1%	-2.4%
CCOC(=O)c1c(NC(=S)Nc2ccccc2)sc2c1CCCCC2	-4.8%	-13.8%	-0.2%	-5.9%	6.0	-5.3%	13.5%	-18.6%	-2.8%	-10.3%
COc1ccc(C)cc1NC(=O)c1nc2nc(C)cc(C)n2n1	x	x	x	-37.0%	x	x	x	0.7%	-16.6%	0.2%
Cc1cccc(NS(=O)(=O)c2ccc([N+](=O)[O-])cc2)n1	0.4%	20.1%	-0.8%	x	-1.5	6.7%	-2.9%	-14.6%	3.1%	-7.2%
O=C(NCCc1ccc([N+](=O)[O-])cc1)c1ccccc1	-6.6%	4.6%	-0.4%	-3.1%	u	0.0%	u	-21.1%	40.3%	-1.7%
COc1cc2nc(CCc3ccccc3)oc(=O)c2cc1OC	2.2%	2.5%	0.3%	x	-0.3	0.6%	5.5%	17.0%	-5.2%	-1.5%
COc1ccc(S(=O)(=O)N2CCOC23CCN(S(=O)(=O)c2c(C)cc(C)cc2C)CC3)cc1	x	-4.0%	-0.4%	3.3%	-4.3	5.2%	u	4.8%	-35.7%	1.0%
O=C(CC(O)(C(F)(F)F)C(F)(F)F)Nc1ccc(Cl)c(Cl)c1	-10.5%	0.3%	0.1%	-0.9%	24.9	x	4.11µM*	-67.6%[inhibitor]	-104.8%[inhibitor]	-2.5%
O=C(NCc1cccs1)C1CCCN(S(=O)(=O)c2cccc3cccnc23)C1 (stereo not given)	-5.7%	-2.7%	0.4%	-2.2%	-2.5	7.2%	u	-0.6%	7.7%	-2.6%
CC1CCN(C(=O)c2[nH]cnc2C(=O)Nc2ccccc2)CC1	x	7.6%	-1.1%	0.9%	x	6.2%	-4.8%	21.8%	0.0%	-9.7%
C=CCOc1ccccc1/C=C/C(=O)O	6.6%	2.6%	0.2%	-0.6%	0.1	-2.8%	5.2%	13.9%	-5.1%	-7.9%
COc1ccccc1CNC(=O)[C@H](Cc1c[nH]c2ccccc12)NC(=O)[C@@H]1Cc2ccccc2CN1	7.8%	x	-0.6%	11.8%	2.0	-12.2%	-10.3%	-17.5%	0.0%	-1.1%

Following part
Structure	MLL CXXC-DNA inh	p53 reactivation	B2AR arrestin	TCR activator	TRPV1 agonist	AT treatment	ELG1 repair inh	Integrin act MD	BRCA1 expr act	PTAP TSG101 blk
CC(=O)Nc1ccc(NC(=O)C(c2ccccc2)c2ccccc2)cc1	5.6%	-3.4%	-2.8%	-8.4%	1.7	-8.0%	2.3%	-19.4%	-1.1%	-2.2%
COc1cc2c(cc1OC)CN(C(=O)CCNS(=O)(=O)c1ccc(Br)cc1)CC2	x	-3.2%	-0.3%	5.3%	6.0	5.0%	-11.0%	4.7%	-5.4%	-0.4%
CCOc1ccc(C(=O)N2CCN(c3ncccn3)CC2)cc1	x	x	x	-2.7%	x	x	x	-18.2%	8.5%	-5.3%
Cc1ccc(-n2ncc3c(=O)n(Cc4cccnc4)cnc32)cc1	1.1%	4.8%	-2.9%	2.0%	u	9.0%	u	-31.4%	-31.8%	-3.2%
CCOc1ccc(-n2cnnn2)cc1S(=O)(=O)NC1CC1	-10.5%	-0.8%	-0.2%	2.4%	1.2	x	1.6%	13.5%	-27.5%	-11.5%
Cc1ccc(/C=N/NC(=O)CC2N=C(Cc3ccccc3)NNC2=O)cc1 (stereo not given)	x	x	x	-0.2%	x	x	x	5.9%	7.3%	-4.8%
COc1ccc([N+](=O)[O-])cc1/C=N/NC(=O)Cc1ccccc1	-4.9%	0.0%	-0.2%	9.4%	1.3	-1.9%	-17.1%	-54.1%[inhibitor]	22.3%	1.2%

Single records, as listed above. Order of values: MLL CXXC-DNA inh	p53 reactivation	B2AR arrestin	TCR activator	TRPV1 agonist	AT treatment	ELG1 repair inh	Integrin act MD	BRCA1 expr act	PTAP TSG101 blk
COc1ccc([N+](=O)[O-])cc1/C=N/NC(=O)Cc1ccccc1 as listed: -4.9%	0.0%	-0.2%	9.4%	1.3	-1.9%	-17.1%	-54.1%[inhibitor]	22.3%	1.2%
Cc1ccc(/C=N/NC(=O)CC2N=C(Cc3ccccc3)NNC2=O)cc1 (stereo not given) as listed: x	x	x	-0.2%	x	x	x	5.9%	7.3%	-4.8%

Compounds were not picked by outcome (roughly 3.8% active in at least one column).
